From PubChem BioAssay
GLP1R ag: activates the human GLP-1 receptor. P43220. HEK293 GLP-1R CRE-luciferase, luminescence, 4-6 h; cells express a hypersensitive GLP-1R form. Potency, µM (series often up to 45.6 µM), without a hit: top-dose activation, most hits filed as activators. 380,000 tested, 0.007% active; note: potency is the fitted concentration of half-maximal effect; % of control where 0% means no effect
Target sequence (P43220 whole entry, looked up): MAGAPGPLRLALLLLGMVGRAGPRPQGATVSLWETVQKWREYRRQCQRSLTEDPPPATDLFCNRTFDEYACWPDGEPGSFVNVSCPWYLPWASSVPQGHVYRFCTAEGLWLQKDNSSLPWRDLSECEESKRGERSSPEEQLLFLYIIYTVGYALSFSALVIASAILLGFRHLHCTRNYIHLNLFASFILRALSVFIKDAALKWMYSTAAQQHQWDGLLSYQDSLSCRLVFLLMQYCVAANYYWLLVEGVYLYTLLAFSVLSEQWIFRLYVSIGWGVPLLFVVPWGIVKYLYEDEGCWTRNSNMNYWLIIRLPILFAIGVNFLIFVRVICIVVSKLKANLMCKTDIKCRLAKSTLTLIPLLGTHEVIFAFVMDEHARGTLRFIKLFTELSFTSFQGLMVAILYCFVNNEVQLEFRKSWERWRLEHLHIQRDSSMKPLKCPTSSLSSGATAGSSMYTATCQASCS
KB-V1 cytotox: kills drug-selected multidrug resistant KB-V1 cells. KB-V1 MDR cells viability, CellTiter-Glo, 72 h. Potency, µM (series often up to 46.1 µM), for inactives: at the highest dose activity change, negative = cytotoxicity, actives largely listed as cytotoxic. 400,000 tested, 3.4% active; note: potency is the fitted concentration of half-maximal effect; % is set by controls: 0 for no effect and ±100 for the full control effect; nearly all actives have a fitted effect of over 60% in size
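Potencies derive from concentration-effect curves fitted to normalized luminescence (CellTiter-Glo) of KB-V1 cells treated for 72 h at 37 degrees C in phenol-red-free DMEM containing 10% FBS.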
aSyn rescue: inhibitors of alpha-synuclein toxicity in yeast; Yeast expressing alpha-synuclein, growth rescue, BacTiter-Glo, 24 h; Potency, µM (titrated, usually from 46.1 µM), for inactives: top-dose growth rescue (activation), hits mostly activators; 370,000 tested, 0.14% active; AID 652106; note: potency is the fitted concentration of half-maximal effect; % of control where 0% means no effect; nearly all actives have a fitted effect of over 65% in size
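Readout is rescue of growth in alpha-synuclein-expressing yeast, so inhibitors of toxicity appear as activators. Growth after 24 hr at 30 deg C in galactose medium is quantified by luminescence.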
PTHR1 agonist: PTHR1 (human) receptor agonism; Q03431; HEK293 GP2 PTHR1 cells, GloSensor cAMP luminescence, 1 h; Potency, µM (titrated, usually from 115 µM), without a hit: top-dose activation, most hits filed as activators; 410,000 tested, 0.075% active; note: potency is the fitted concentration of half-maximal effect; nearly all actives have a fitted effect of over 55% in size; some results filed as inactive show a strong effect at the top dose; inactives centre near -15; many of its hits are not listed in these tables
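HEK-293-derived GP2 cells expressing PTHR1 and a GloSensor cAMP reporter, 3,000/well, plated overnight, given luciferin plus IBMX (each 0.5 mM as added) for 1 h at 37 °C, then compound for 1 h at 37 °C. Luminescence was read after 15 min at room temperature.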
GLP1R inv ag: GLP-1 receptor (human) inverse agonism. HEK293 GLP-1R CRE-luciferase, luminescence, 24 h; GLP-1R form is constitutively active. P43220. 410,000 tested, 1.6% active. Potency, µM (top dose mostly 38.3 µM), without a hit: top-dose activity change, negative = inhibition, usual class: inhibitors. AID 624417; note: potency is the fitted concentration of half-maximal effect; % is set by controls: 0 for no effect and ±100 for the full control effect; nearly all actives have a fitted effect of over 55% in size
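Luminescence readout: a drop in cAMP-driven luciferase signal flags inverse agonism at a constitutively active GLP-1R stably expressed in HEK293. Compound exposure lasted 24 hr at 37 deg C, 5% CO2.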
DRD3 antagonist: antagonists of human D3 dopamine receptor; P35462; D3R cells, DiscoveRx beta-arrestin luminescence, antagonist mode; stronger effect = lower value; max response, negative = inhibition, %; 360,000 tested, 2.5% active; AID 652054; in the data active = max response below about -50%; inconclusive = no clear call, values can overlap the other calls; note: % is set by controls: 0 for no effect and ±100 for the full control effect; mostly tested at two doses, the higher about 12 µM
Target sequence (P35462 whole entry, looked up): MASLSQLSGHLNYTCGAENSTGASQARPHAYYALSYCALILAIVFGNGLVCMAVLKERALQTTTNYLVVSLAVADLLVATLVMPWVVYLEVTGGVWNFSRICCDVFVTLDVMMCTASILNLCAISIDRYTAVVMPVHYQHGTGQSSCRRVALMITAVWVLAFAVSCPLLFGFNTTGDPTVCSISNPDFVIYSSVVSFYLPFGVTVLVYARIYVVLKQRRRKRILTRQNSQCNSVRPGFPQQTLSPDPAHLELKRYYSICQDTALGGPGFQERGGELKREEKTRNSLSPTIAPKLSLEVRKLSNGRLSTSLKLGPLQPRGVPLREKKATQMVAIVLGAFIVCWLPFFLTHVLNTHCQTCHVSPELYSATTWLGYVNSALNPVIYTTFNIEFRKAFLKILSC
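Cells expressing the human receptor were seeded at 1500 cells/well, incubated overnight at 37 degrees C in 5% CO2, then exposed to library compounds with dopamine controls for 90 minutes at 37 degrees C before luminescent detection.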
HEK293 tox: cytotoxicity in counter-screen for GLP-1R inverse agonists | HEK293 cAMP-luciferase reporter cells, luminescence, 24 h | Potency, µM (highest dose often 38.3 µM), for the others: at the highest dose activity change, negative = inhibition, most hits filed as inhibitors | 410,000 tested, 0.13% active | AID 624418;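 note: loss of luciferase light is scored as toxicity; potency is the fitted concentration of half-maximal effect; % is set by controls: 0 for no effect and ±100 for the full control effect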
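Here, cytotoxicity is scored as loss of luminescence. The MLSMR collection was tested on cells seeded in medium containing 10% Nu serum, with a 24 hr compound exposure preceded by 12 hours of culture.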
DRD3 agonist: agonists of human D3 dopamine receptor; P35462; D3R DiscoveRx beta-arrestin cells, luminescence, 90 min; max activation, %; 410,000 tested, 0.58% active; AID 652048; in the data active = max activation above about 30%; note: 0% is about no effect; mostly tested at two doses, the higher about 12 µM
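Cells at 1500/well, incubated overnight, then treated with pinned compounds (dopamine as control) for 90 min at 37 degrees C. DiscoveRx reagent added for 30 - 60 minutes at room temperature; luminescence read.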
TDP-43 yeast inh: TDP-43 toxicity inhibition in yeast. TDP-43 expressing yeast growth rescue, BacTiter-Glo, 24 h. Potency, µM (top dose mostly 46.1 µM), without a hit: top-dose growth rescue (activation), hits mostly activators. 410,000 tested, 1.8% active. AID 652104; note: potency is the fitted concentration of half-maximal effect; % of control where 0% means no effect; nearly all actives have a fitted effect of over 50% in size
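Yeast cells expressing TDP-43 under galactose induction are exposed to compounds for 24 hr at 30 deg C. BacTiter-Glo luminescence measures growth, so protective compounds score as activators.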
* marks the source's active call; other numbers are inactive results; i = inactive; ? = inconclusive; · = not tested or not shown; & = joins results of further samples; [ ] = another dose, or the depositor's remark. Unless noted, calls come from the whole dose curve; as a rule, active = well fitted curve in the direction sought with a large enough effect; inconclusive = small, poorly fitted or top-dose-only effect, or another doubt; inactive = no such curve, though single readings can be large; an effect the other way counts as inactive or inconclusive. A portion of the library (hit frequency here may not be typical).

SMILES	GLP1R ag	KB-V1 cytotox	aSyn rescue	PTHR1 agonist	GLP1R inv ag	DRD3 antagonist	HEK293 tox	DRD3 agonist	TDP-43 yeast inh
Cc1ccc(C(C)C)c(OCc2ccc(C(=O)N/N=C/c3ccc(O)c(O)c3)cc2)c1	3%	?	-15%	i	?	8	?	4	22%
COc1ccc(NC(=O)C2CCCN(c3nccc(C)n3)C2)cc1 (stereo not given)	8%	11%	-1%	i	-20%	4	-8%	4	11%
c1ccc(CNCc2ccc3c(c2)OCO3)nc1	23%	-12%	-7%	i	0%	-16	5%	-11	8%
Cc1ccc(N2CC(C(=O)Nc3nnc(SCCN4CCOCC4)s3)CC2=O)cc1C (stereo not given)	-6%	35%	2%	i	1%	9	6%	-5	13%
C/C(=N\NC(=O)c1c[nH]c2ccccc12)c1ccco1	-6%	-27%	-4%	i	15%	19	-17%	1	-9%
Cc1ccc(C(NC(=O)N2CCOCC2)C(Cl)Cl)cc1F (stereo not given)	1%	0%	7%	i	-11%	-17	-28%	-3	18%
Fc1ccc(Cn2c(SCc3ccc(F)c(F)c3)nnc2C(F)(F)F)cc1	26%	0%	6%	4%[57.5 µM]	?	10	1%	-4	15%
CCN(CC)C(=O)c1nc[nH]c1C(=O)N(CC)CC	-3%	0%	4%	-14%	19%	4	-22%	6	19%
Cc1ccccc1NC(=O)Nc1ccccc1C(N)=O	-4%	-3%	?	i	10%	6	1%	0	15%
CCc1ccc(NC(=O)Cn2c(-c3cncs3)nc3ccccc32)cc1	·	·	·	i	11%	·	0%	3	14%
CCOC(=O)C[C@H]1c2cc(F)ccc2S(=O)(=O)N1Cc1ccc(OC)cc1	10%	?	-6%	i	-6%	-15	3%	-23	9%
Cc1nc2ccc(S(=O)(=O)NCC(=O)N3CCC(N4CCCCC4)CC3)cc2s1	-6%	2%	-1%	i	0%	17	-7%	7	13%
CCCN1Cc2cccc(C(=O)N3CCN(c4cc(Cl)ccc4C)CC3)c2C1=O	-2%	21%	5%	-39%[inhibitor]	-4%	-51*	5%	-4	23%
N#Cc1ccccc1OCC(=O)N1CCN(c2ccccc2)CC1	·	5%	·	i	3%	·	5%	1	?
NC(=O)c1cc(N=Nc2c(N)[nH]n(-c3c(Cl)cc(Cl)cc3Cl)c2=O)ccc1Cl	1%	2%	-2%	-31%[inhibitor]	11%	-22	-11%	3	9%

Arranged by molar mass (rising): some entries from above
SMILES	GLP1R ag	KB-V1 cytotox	aSyn rescue	PTHR1 agonist	GLP1R inv ag	DRD3 antagonist	HEK293 tox	DRD3 agonist	TDP-43 yeast inh
c1ccc(CNCc2ccc3c(c2)OCO3)nc1	23%	-12%	-7%	i	0%	-16	5%	-11	8%
CCN(CC)C(=O)c1nc[nH]c1C(=O)N(CC)CC	-3%	0%	4%	-14%	19%	4	-22%	6	19%
C/C(=N\NC(=O)c1c[nH]c2ccccc12)c1ccco1	-6%	-27%	-4%	i	15%	19	-17%	1	-9%
N#Cc1ccccc1OCC(=O)N1CCN(c2ccccc2)CC1	·	5%	·	i	3%	·	5%	1	?
COc1ccc(NC(=O)C2CCCN(c3nccc(C)n3)C2)cc1 (stereo not given)	8%	11%	-1%	i	-20%	4	-8%	4	11%
Cc1ccc(C(NC(=O)N2CCOCC2)C(Cl)Cl)cc1F (stereo not given)	1%	0%	7%	i	-11%	-17	-28%	-3	18%
CCc1ccc(NC(=O)Cn2c(-c3cncs3)nc3ccccc32)cc1	·	·	·	i	11%	·	0%	3	14%
Fc1ccc(Cn2c(SCc3ccc(F)c(F)c3)nnc2C(F)(F)F)cc1	26%	0%	6%	4%[57.5 µM]	?	10	1%	-4	15%
CCCN1Cc2cccc(C(=O)N3CCN(c4cc(Cl)ccc4C)CC3)c2C1=O	-2%	21%	5%	-39%[inhibitor]	-4%	-51*	5%	-4	23%
Cc1nc2ccc(S(=O)(=O)NCC(=O)N3CCC(N4CCCCC4)CC3)cc2s1	-6%	2%	-1%	i	0%	17	-7%	7	13%
NC(=O)c1cc(N=Nc2c(N)[nH]n(-c3c(Cl)cc(Cl)cc3Cl)c2=O)ccc1Cl	1%	2%	-2%	-31%[inhibitor]	11%	-22	-11%	3	9%
Cc1ccc(N2CC(C(=O)Nc3nnc(SCCN4CCOCC4)s3)CC2=O)cc1C (stereo not given)	-6%	35%	2%	i	1%	9	6%	-5	13%

(cont.)
SMILES	GLP1R ag	KB-V1 cytotox	aSyn rescue	PTHR1 agonist	GLP1R inv ag	DRD3 antagonist	HEK293 tox	DRD3 agonist	TDP-43 yeast inh
O=C(NCCC1CCCCN1S(=O)(=O)c1ccc(F)cc1)C(=O)NCc1ccccn1 (stereo not given)	0%	-4%	0%	-10%	7%	54	12%	5	18%
CCn1c(CC(=O)Nc2ccc(Cl)c(Cl)c2)nnc1SCc1ccc(C)cc1	-2%	-1%	-1%	i	4%	-93*	-13%	7	21%
CCCCCN(C(=O)CSc1n[nH]c(-c2ccc(C)cc2)n1)c1c(N)n(CCCC)c(=O)[nH]c1=O	1%	-3%	-7%	-13%	-22%	12	8%	1	-21%
COc1ccc(CN(C)C(=O)c2ccc(NS(=O)(=O)c3ccc(F)cc3)cc2)c(OC)c1	0%	-23%	1%	-8%	22%	-9	-6%	-4	-15%
Cn1c(=O)n(C)c2cc(/C=C(/C#N)C(=O)NCc3ccco3)ccc21	3%	3%	-8%	-91%	8%[0.307 µM]	-3	16%[0.307 µM]	-4	-6%
O=C(Nc1ccc2c(c1)OCO2)c1noc2c1CCCC2	1%	?	1%	-24%	?	-11	-9%	5	4%
CC(=O)C1C(c2ccco2)c2c(noc2C)CC1(C)O (stereo not given)	14%	-3%	0%	-6%[57.5 µM]	9%	-6	6%	3	0%
CC(=O)[C@H]1CC[C@H]2[C@@H]3CCC4=CC(=O)CC[C@]4(C)[C@H]3[C@H](O)C[C@]12C	0%	-26%	-1%	-19%	-6%	?	-14%	-20	8%
Cc1nc2ccccc2n1C(C)c1nc2ccccc2n1CC(=O)c1ccsc1 (stereo not given)	·	?	-5%	-14%	3%	21	0%	5	14%
CN(C(=O)C1CCCN(S(=O)(=O)c2cccc([N+](=O)[O-])c2)C1)C1CCS(=O)(=O)C1 (stereo not given)	5%	-2%	-3%	i	14%	-12	16%	0	6%
CSc1nnc(NC(=O)C2CCCCC2)s1	-2%	-21%	4%	i	1%	15	0%	1	0%
CCC(C)NC(=O)CCC(=O)N1Cc2ccccc2Oc2ncccc21 (stereo not given)	·	?	·	i	3%	·	-1%	-7	18%[9.22 µM]
O=C1c2sc3nc4ccccc4n3c2C(=O)N1c1ccccc1Cl	5%	?	-1%	-21%[57.5 µM]	16%	-87*	6%	-3	11µM*
O=C1NC[C@H](c2ccccc2)OC(=O)[C@H](Cc2ccc(F)cc2)C/C=C\C[C@H]1CC(=O)N(CCO)Cc1ccccc1	-6%	?	-1%	i	5.6µM*	35	-29%	-3	-12%
C[C@H](NC(=O)CC[C@H]1O[C@@H](n2ccc(=O)[nH]c2=O)[C@H](O)[C@@H]1O)C(=O)O	-5%	8%	2%	-13%	28%	10	-5%	11	14%
COc1ccc(OC)c(CC(NC(C)=O)C(=O)NC2CCN(C(=O)c3cccc(C)c3)CC2)c1 (stereo not given)	3%	3%	7%	-4%	-35%	-3	-1%	1	11%
O=C(NCCN1CCCCC1)c1ccco1	-10%	1%	-8%	-8%[57.5 µM]	5%	-5	-1%	-13	4%
COc1cccc(CN2CCN(C3CCN(c4cccc(C)c4C)CC3)CC2CCO)c1 (stereo not given)	0%	-12%	-4%	-29%	?	-4	3%	29	1%
COc1cccc(C2(c3cccc(OC)c3)CC2C(=O)Nc2ccccc2Cl)c1 (stereo not given)	4%	?	13%	-2%	?	-23	-25%	-3	5%
COc1cc(C(=O)NCc2ccc(OCCN(C)C)cc2)cc(OC)c1OC	-6%	1%	2%	i	7%	-95*	-3%	-86&-24	14%
Cn1ncc(C(=O)N2CCN(c3ccccc3)CC2)c1C1CCN(C(=O)OC(C)(C)C)CC1	·	10%	·	i	11%	·	1%	3	11%
C=CCC[C@@H](Cc1ccc(F)cc1)C(=O)OCCNC(=O)[C@@H](CC=C)CC(=O)N(CCO)Cc1ccccc1	3%	-15%	1%	-33%[inhibitor]	?	9	-29%	8	4%
CC(NC(=O)Cn1ncc2c3ccccc3n(Cc3ccc(F)cc3)c2c1=O)c1ccccc1 (stereo not given)	·	17%	·	-3%	15%	·	0%	-1	0%[9.22 µM]
O=C(CSc1nnc(-c2ccncc2)n1-c1ccccc1Cl)Nc1ccc(C(=O)O)cc1	1%	2%	6%	-20%	15%	-6	13%	-1	-11%[9.22 µM]
Cc1c(NC(=O)CCC2CCCCC2)c(=O)n(-c2ccccc2)n1C	-2%	-12%	-1%	i	-7%	4	-20%	15	-11%
COc1cc(Cl)c(C)cc1NC(=O)CSc1nnc(-c2ccccn2)n1Cc1ccco1	3%	2.3µM*	12%	i	-3%	10	-4%	-23	-21%
